BL2 CD40 inh = CD40 pathway inhibition in BL2 cells; BL2 NF-kB luciferase reporter, CD40L-induced, 4 h; inhibition, % at 10 µM; 83,000 compounds, 0.94% hits;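 active means mean inhibition of at least 50% with a set share of replicates also reaching that level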;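 further: 0% = neutral control wells and 100% = IKK inhibitor VII at 50 µM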
The depositor's hits bear a star; & = joins results of further samples; [ ] = remark or other dose.

SMILES	BL2 CD40 inh
CC(=O)Nc1ccc(NC(=O)COC(=O)Cn2cnc3ccccc32)cc1	10
COCC(=O)Nc1nc2ccc(C)cc2s1	4
CN(C)CCCNC(=O)C[C@@H]1CC[C@H]2[C@@H](COC[C@H](O)CN2CC2CCCC2)O1	-4
Nc1cc(Cl)c(N)cc1Cl	-24
CCOC(=O)N1CCN(C(=O)c2ccccc2Oc2ccccc2)CC1	-8
CC1Cn2c(nnc2-c2cccs2)S1 (stereo unspecified)	2
Cc1ccc2c(c1)N(CCCC(=O)NCc1ccc3c(c1)OCO3)C(=O)CO2	4
COc1ccccc1NC(=O)CCC(=O)Nc1nnc(C(F)(F)F)s1	13
S=C(Cc1ccccc1)Nc1ccccc1	-2
CSc1nsc(SC)c1NC(=O)N1CCCCC1	7
Cc1nnn(-c2nonc2N)c1C(=O)N/N=C/c1ccccc1O	-3
CC1(C2CC2)NC(=O)N(CC(=O)Nc2ccccc2F)C1=O (stereo unspecified)	-4
COc1cccc(CNC(=O)CCC2CCCN(c3cc(C)nc(N)n3)C2)c1 (stereo unspecified)	9
Cc1cc(NC(=O)c2noc3c2CCCC3)n(-c2ccccc2)n1	-3
CCOC(=O)C1(CCOc2ccccc2)CCN(Cc2cnc(C)s2)CC1	10
C[C@]12CC[C@@H]3c4ccc(O)cc4CC[C@H]3[C@@H]1CCC2=O	-13
Cc1ccc(-c2cc(C(=O)NN=C3CCCC3)c3ccccc3n2)cc1	-22
c1nc2nc3c(c(N4CCOCC4)n2n1)CCCC3	25
Cc1ccc(S(=O)(=O)Nc2cc(Cl)ccc2-n2cncn2)cc1	5
O=C(c1ccccc1)N1CCN(S(=O)(=O)N2CCCCCC2)CC1	4
O=C(O)Cc1ccc2ocnc2c1	3
O=C(O)CC/C(=C\c1cccc(NC(=O)c2ccccc2Cl)c1)c1nc2ccccc2s1	-6
CCOC(=O)N/N=C/c1cc(C)n(-c2cccc3ccccc23)c1C	-6
CCS(=O)(=O)N1[C@H](C#N)[C@@H](c2ccc(C#CC(C)C)cc2)[C@H]1CO	2[25 µM]
COCC(=O)N1C[C@@H]2[C@H](c3ccccc31)[C@H](CO)N2C(=O)NC(C)C	1[25 µM]
Cc1ccc(C(=O)NC2CC(=O)N(c3ccc4c(c3)OCCO4)C2)cc1[N+](=O)[O-] (stereo unspecified)	-3
O=C(Nc1ccccc1F)N[C@H]1CC[C@H](CCNC(=O)C2CCCC2)O[C@@H]1CO	-1
CSCC[C@H](NC(=O)Nc1ccc(C)cc1)C(=O)O	3
Cc1ccc(CNC(=O)COC(=O)c2cccnc2Cl)cc1	-3
C[C@H](CO)N1C[C@H](C)[C@@H](CN(C)Cc2ccc(-c3ccccc3)cc2)OCc2ccccc2-c2c(n(C)c3ccccc23)C1=O	0
Cc1ccc(OCC(=O)Nc2nnc(C3CCCO3)s2)c(Br)c1 (stereo unspecified)	-13
OC[C@@H]1[C@H]2c3ccccc3NC[C@H]2N1CC1CCOCC1	11[25 µM]
NC(=O)OCC(COC(N)=O)c1ccccc1	-3
COc1ccc(NC(=O)O/N=C/c2ccccc2)cc1	-97
O=C(c1ccncc1)N(Cc1cc2ccccc2[nH]c1=O)C1CCCCC1	16
NC(=O)c1sc2nc3c(c(-c4ccccc4)c2c1N)CCC3	31
CN1CCN(S(=O)(=O)c2cccc(C(=O)N3CCN(c4ccccc4)CC3)c2)CC1	5
CC(OC(=O)C1CC1)C(=O)Nc1cc(Cl)cc(Cl)c1 (stereo unspecified)	-1
N#C[C@H]1[C@H](c2ccccc2C2=CCCCC2)[C@@H](CO)N1C(=O)c1cccc(F)c1	12[25 µM]
CC(C)CCN1CCN(Cc2ccc3nsnc3c2)CC1CCO (stereo unspecified)	5
C[C@H]1CN([C@@H](C)CO)C(=O)c2cc(NC(=O)Nc3cccc4ccccc34)ccc2O[C@H]1CN(C)S(=O)(=O)c1cccs1	6[25 µM]
CCc1cccc(C)c1NC(=O)CO/N=C(\N)CC(=O)NC1CCCCC1	5
COc1cccc(-c2ccccc2[C@H]2[C@@H](C#N)N(C(=O)c3ccccn3)[C@@H]2CO)c1	-9[25 µM]
O=C(N[C@@H]1C=C[C@H](CC(=O)N2CCN(c3ccccc3)CC2)O[C@@H]1CO)c1ccccc1	4[25 µM]
COc1ccccc1CNC(=O)C[C@H]1C[C@H]2c3cc(NS(=O)(=O)c4ccc(F)cc4)ccc3O[C@H]2[C@@H](CO)O1	-1[25 µM]
CN(CC(=O)Nc1c(Cl)cccc1Cl)C(=O)c1ccccc1-c1nc2ccccc2s1	-3
COc1cccc(C2C(C#N)=C(N)SC(c3ccccc3)C2[N+](=O)[O-])c1 (stereo unspecified)	13
CN1CCN(C(=O)[C@H]2[C@H](CO)[C@H]3Cn4c(cccc4=O)[C@@H]2N3Cc2ccncc2)CC1	4[25 µM]
C[C@@H]1CCCCO[C@@H](CN(C)C)[C@@H](C)CN([C@H](C)CO)C(=O)c2cc(NS(=O)(=O)c3ccc(Cl)cc3)ccc2O1	-5
CC(C)(C)[S@@](=O)N1Cc2cc(C(=O)NC3CCC3)nc(-c3cccc(-c4ccccc4F)c3)c2[C@H]1CCO	-20[25 µM]
O=[N+]([O-])c1ccc(S(=O)(=O)Nc2ccc(-c3ccccc3)cc2)cc1	12
CCOC(=O)C1(C)CCCN(C(=O)c2ccc(OC)cc2)C1 (stereo unspecified)	5
COc1ccc(CNC(=O)C[C@H]2C=C[C@@H](NC(=O)c3ccc4c(c3)OCO4)[C@@H](CO)O2)cc1	-13
CSC1=NCCN1C(=O)COc1ccccc1	1
CCC(=O)c1ccc(OCCSc2ncccn2)cc1	-84
O=C(OCc1cncs1)c1cccs1	1
O=C(COC(=O)COc1ccccc1)Nc1ccc2c(c1)OCCO2	7
COc1ccccc1CN(C)C[C@@H]1OCc2ccccc2-c2ccccc2C(=O)N([C@H](C)CO)C[C@@H]1C	-3[25 µM]
O=C(O)c1ccnc(Cl)c1	4
COc1ccc(C(C)=O)cc1CN1C(=O)NC(c2ccccc2)(c2ccccc2)C1=O	8

Arranged by length of the SMILES (high to low): 16 of the compounds above
SMILES	BL2 CD40 inh
C[C@@H]1CCCCO[C@@H](CN(C)C)[C@@H](C)CN([C@H](C)CO)C(=O)c2cc(NS(=O)(=O)c3ccc(Cl)cc3)ccc2O1	-5
COc1ccccc1CNC(=O)C[C@H]1C[C@H]2c3cc(NS(=O)(=O)c4ccc(F)cc4)ccc3O[C@H]2[C@@H](CO)O1	-1[25 µM]
CC(C)(C)[S@@](=O)N1Cc2cc(C(=O)NC3CCC3)nc(-c3cccc(-c4ccccc4F)c3)c2[C@H]1CCO	-20[25 µM]
COc1ccccc1CN(C)C[C@@H]1OCc2ccccc2-c2ccccc2C(=O)N([C@H](C)CO)C[C@@H]1C	-3[25 µM]
CN1CCN(C(=O)[C@H]2[C@H](CO)[C@H]3Cn4c(cccc4=O)[C@@H]2N3Cc2ccncc2)CC1	4[25 µM]
O=C(N[C@@H]1C=C[C@H](CC(=O)N2CCN(c3ccccc3)CC2)O[C@@H]1CO)c1ccccc1	4[25 µM]
COc1cccc(-c2ccccc2[C@H]2[C@@H](C#N)N(C(=O)c3ccccn3)[C@@H]2CO)c1	-9[25 µM]
CN(CC(=O)Nc1c(Cl)cccc1Cl)C(=O)c1ccccc1-c1nc2ccccc2s1	-3
O=[N+]([O-])c1ccc(S(=O)(=O)Nc2ccc(-c3ccccc3)cc2)cc1	12
CCc1cccc(C)c1NC(=O)CO/N=C(\N)CC(=O)NC1CCCCC1	5
O=C(COC(=O)COc1ccccc1)Nc1ccc2c(c1)OCCO2	7
CCOC(=O)C1(C)CCCN(C(=O)c2ccc(OC)cc2)C1 (stereo unspecified)	5
CCC(=O)c1ccc(OCCSc2ncccn2)cc1	-84
CSC1=NCCN1C(=O)COc1ccccc1	1
O=C(OCc1cncs1)c1cccs1	1
O=C(O)c1ccnc(Cl)c1	4

(listing goes on)
SMILES	BL2 CD40 inh
N#Cc1cccc(-c2ccc(C3[C@H]4CNC[C@@H]3N4Cc3cc(F)ccc3F)cc2)c1 (stereo partly specified)	-4&1[25 µM]
FC(F)(F)c1cccc(Cn2nnnc2-c2cc(Cl)cc(Cl)c2)c1	20
O=C(CCNC(=O)c1ccc([N+](=O)[O-])cc1)Nc1ccccc1N1CCCCC1	3
COC(=O)c1ccc(NC(CC(C)C)C(=O)OC)c([N+](=O)[O-])c1 (stereo unspecified)	9
CCCC(=O)N/C(N)=N/c1nc2ccccc2o1	-36
CC(C)[C@@H](C)NC(=O)N(C)C[C@H]1OCc2ccccc2-c2c(n(C)c3ccccc23)C(=O)N([C@H](C)CO)C[C@H]1C	1
O=C(Nc1nncs1)c1cccc(S(=O)(=O)N2CCCCC2)c1	7
CC(C)N(C[C@H]1N[C@H](CO)[C@H]1c1ccccc1)S(=O)(=O)c1ccccc1	-8[25 µM]
O=C(COc1ccc(-c2nnco2)cc1)Nc1cc([N+](=O)[O-])ccc1F	13
Cc1nc2sc(C(N)=O)c(N)c2c(C)c1CC(=O)c1ccccc1	8
CCS(=O)(=O)Nc1ccc2c(c1)C(=O)N(C)C[C@H](OC)[C@H](C)CN(CC1CCCCC1)[C@@H](C)CO2	2[25 µM]
O=C(C[C@H]1C[C@@H]2c3cc(NC(=O)c4ccc5c(c4)OCO5)ccc3O[C@@H]2[C@H](CO)O1)NCc1ccccn1	-15[25 µM]
CCC(=O)c1ccc(OCC(=O)Nc2ccccc2C(=O)NC2CC2)cc1	6
CCS(=O)(=O)N1CCCC(C(=O)NCCCOC)C1 (stereo unspecified)	5
CN(c1ccccc1)S(=O)(=O)c1ccc(Cl)c(C(=O)Nc2nn[nH]n2)c1	5
CO[C@@H]1CN(C)C(=O)c2ccc(NC(=O)C3CCC3)cc2OC[C@H](C)N(Cc2cccnc2)C[C@H]1C	-3
C[C@H]1CN([C@@H](C)CO)C(=O)c2ccccc2-c2ccccc2CO[C@@H]1CN(C)S(=O)(=O)c1ccc(Cl)cc1	-9
Cc1nn(Cc2ccccc2)c2sc(C(=O)NCc3cccnc3)cc12	1
CC(=O)N(C)C[C@H]1Oc2c(cccc2N(C)C)C(=O)N(C)C[C@@H]1C	5
C=CCNc1nc(C(=O)OCC(=O)c2cccc(Br)c2)cs1	4
C[C@H](CO)N1C[C@H](C)[C@@H](CN(C)C(=O)c2ccncc2)OCCCC[C@H](C)Oc2ccc(NC(=O)CCC(F)(F)F)cc2C1=O	-24[25 µM]
C[C@@H]1CN(C)C(=O)c2cc(NS(C)(=O)=O)ccc2O[C@H]1CN(C)C	18
Cc1cc(C)n2nc(C(=O)NCC(=O)Nc3ccc(F)c(F)c3)nc2n1	-4
COc1ccc(-c2cc(-c3ccccc3)nc(N3CCCC3)n2)cc1OC	2
CCCNC(=O)N1[C@H](CNC(C)=O)[C@H](c2ccc(-c3ccccc3)cc2)[C@@H]1CO	-1
O=C1NC2(CCCCC2)C(=O)N1Cc1cc(=O)n2ccsc2n1	8
COc1cc(NC(=O)N[C@@H](Cc2ccccc2)C(=O)O)cc(OC)c1	15
COc1ccc(S(=O)(=O)N2CCN(C(=O)C3CC(=O)N(c4ccccc4F)C3)CC2)cc1OC (stereo unspecified)	-1
CC(=O)N1CCN(CC(=O)Nc2c(Cl)ccc(C)c2Cl)CC1	9
O=C(Nc1ccc(N2CCCC2)c(Cl)c1)c1ccc2c(c1)OCCO2	-60
C[C@H](CO)N1C[C@H](C)[C@H](CN(C)S(=O)(=O)c2ccc(-n3cccn3)cc2)OCc2cnnn2CCCC1=O	3[25 µM]
COc1ccccc1NS(=O)(=O)c1cccc(NC(=O)Cc2cccs2)c1	10
O=C(c1ccccc1)N1CC(=O)N2[C@H](C1)[C@H](c1ccc(-c3ccccc3)cc1)[C@@H]2CO	-2[25 µM]
COc1cccc(NC(=O)NCCCSC2CCCCC2)c1	-4
Nc1nnc(N2CCCCCC2)s1	-10
COc1ccc(NC(=O)N2C[C@H]3[C@@H](c4ccccc42)[C@H](CO)N3C(=O)C2CCCCC2)cc1	-6
COc1ccc(-c2csc(N3C(=N)SCC3=O)n2)cc1	-39
CC1CN(C(=O)COC(=O)c2cccc(S(=O)(=O)N3CCc4ccccc43)c2)CC(C)O1 (stereo unspecified)	4
COc1ccc(CNC(=O)CSC(=S)N2CCCC2)cc1	2
C[C@@H]1CN([C@@H](C)CO)C(=O)CCCn2cc(nn2)CO[C@H]1CN(C)C(=O)Nc1ccc2c(c1)OCO2	-16[25 µM]
CCn1cc(CCC(=O)NC2CCCC2)c2ccccc21	12
O=C(Nc1nc(-c2ccccc2)cs1)c1cccs1	-62
CCC(C)NC(=O)CN(c1ccc(Cl)c(Cl)c1)S(C)(=O)=O (stereo unspecified)	13
CN(CC(=O)Nc1cccc(S(=O)(=O)NC2=NCCCCC2)c1)Cc1ccc(C(C)(C)C)cc1	2
COCC(=O)Nc1ccc2c(c1)[C@@H]1C[C@H](CC(=O)N[C@H](C)c3ccccc3)O[C@@H](CO)[C@@H]1O2	-1[25 µM]
O=C(NCCCN1CCCC1=O)C1CCN(S(=O)(=O)c2c(Cl)cccc2Cl)CC1	-15
Cc1ccccc1S(=O)(=O)Cc1ccc(C(=O)NCCN(C)Cc2ccccc2)o1	8
C/C(=C\C(=O)c1ccccc1)NNC(=O)c1ccc(Cl)cc1	-16
O=S(=O)(c1ccccc1)N1[C@@H]2CNC[C@H]1C2c1ccc(-c2ccc(F)cc2)cc1 (stereo partly specified)	-4[25 µM]
CCOc1ccccc1OCCC(=O)OCC(=O)Nc1c(C)cc(C)cc1C	4
Cc1oc(CSCC2CCCO2)cc1C(=O)O (stereo unspecified)	7
Cc1noc(C)c1NC(=O)Nc1ccc2c(c1)C(=O)N([C@@H](C)CO)C[C@@H](C)[C@@H](CN(C)S(=O)(=O)c1cccs1)OCCCC[C@@H](C)O2	-10[25 µM]
CCC1Oc2ccccc2N(CC(=O)N2CCCC2)C1=O (stereo unspecified)	6
CCCN1CCC2(CC1)CN(Cc1ccccc1OC)[C@H](CO)c1c2c2ccc(OC)cc2n1C	-105
O=C(COC(=O)c1ccc(F)cc1Cl)NCc1ccco1	5

Assay outcomes from PubChem.

This is a subset (hit frequency here may not be typical).
